DENV2 CPE: inhibitors of DENV2 cytopathic effect; DENV2-infected cells, cytopathic effect rescue, plate reader; CPE inhibition, % at 9.99 µM; actives 1.7% (n = 350,000); AID 651640; in the data active = CPE inhibition above about 20%, passing the limit was not always enough; inconclusive = no clear call, values can overlap the other calls; tested in BHK-21 cells;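 also: 0% = median of neutral control wells and 100% = median of positive control wells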
C2C12 statin: suppressors of simvastatin-induced myotoxicity in C2C12 myotubes. rescue of ATP level, % at 7.49 µM. ATP luminescence, 48 h; scaled: DMSO 0, geranylgeraniol control 100. AID 602340. actives 0.78% (n = 330,000);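 active = mean ATP rescue above about 67%, or every replicate alone reaching that limit, limit read from the data, passing the limit was not always enough; inconclusive = no clear call, values can overlap the other calls; inactive = mean under the limit and some replicate under it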;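 also: myotubes were challenged with 10 µM simvastatin during compound exposure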
S100A4 inh HTS: blocks human S100A4 binding to myosin IIA peptide; actives 0.14% (n = 360,000); inhibition, % at 10.7 µM; P26447; S100A4/TAMRA-MyoIIA peptide fluorescence polarization;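 active = mean inhibition of at least 70% across replicates, with every replicate also reaching that level; inconclusive = mean inhibition reaches 70% but some replicates fall short; inactive = mean inhibition below 70%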
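Test system: S100A4 monomer protein. Medium: HEPES buffer with Ca2+, pH 7.2. Reagent: fluorescent myosin IIA peptide, 5 nM. Compound dosing: single-point compound testing. Timing: 5 min between mix addition and reading. Benchmarks: DMSO neutral and TFP positive wells.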
SIRT5 inh: blocks human SIRT5 desuccinylation of peptide; Q9NXA8; Purified SirT5, succinyl-peptide AMC, trypsin-coupled fluorescence; inhibition, % at 15 µM; actives 1.1% (n = 330,000); in the data active = inhibition above about 15%; inconclusive = no clear call, values can overlap the other calls
ERp5 inh: inhibitors of human ERp5; ERp5 insulin aggregation, absorbance 650 nm, 90 min; inhibition, % at 9.99 µM; actives 0.05% (n = 350,000);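 active = mean replicate inhibition above about 25%, with every replicate also reaching it, limit read from the data, passing the limit was not always enough; inconclusive = only one of those two criteria met; inactive = neither criterion met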
Target sequence (Q15084 whole entry, looked up): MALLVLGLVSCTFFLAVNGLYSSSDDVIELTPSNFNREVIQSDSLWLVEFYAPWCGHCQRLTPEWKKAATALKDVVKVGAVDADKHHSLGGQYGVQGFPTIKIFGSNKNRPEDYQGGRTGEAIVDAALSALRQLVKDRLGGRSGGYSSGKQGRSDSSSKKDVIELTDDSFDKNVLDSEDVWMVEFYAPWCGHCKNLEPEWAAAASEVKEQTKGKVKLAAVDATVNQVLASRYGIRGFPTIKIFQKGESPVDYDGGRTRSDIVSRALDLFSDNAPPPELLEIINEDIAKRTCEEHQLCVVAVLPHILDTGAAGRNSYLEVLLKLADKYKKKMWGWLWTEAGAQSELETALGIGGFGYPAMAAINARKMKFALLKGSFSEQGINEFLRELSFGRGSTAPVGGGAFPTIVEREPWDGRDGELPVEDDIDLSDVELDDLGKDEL
E-selectin induc: E-selectin induction on HUVECs; P16581; HUVEC E-selectin immunofluorescence imaging; normalized: neutral wells 0, TNF-alpha wells 100; activation, % at 7.58 µM; actives 0.37% (n = 260,000); AID 686992;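 active = mean E-selectin-positive cell signal at least 10% of the positive control, reached in at least 60% of replicates, without over 20% cell loss; inconclusive = no rule given, readout overlaps actives, possibly toxicity-flagged; inactive = the rest, including those meeting only one limit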;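 also: in these data hits start at about 27%; measured in HUVEC primary endothelial cells; signal is the percent of cells scored E-selectin positive by PE staining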
Target sequence (P16581 whole entry, looked up): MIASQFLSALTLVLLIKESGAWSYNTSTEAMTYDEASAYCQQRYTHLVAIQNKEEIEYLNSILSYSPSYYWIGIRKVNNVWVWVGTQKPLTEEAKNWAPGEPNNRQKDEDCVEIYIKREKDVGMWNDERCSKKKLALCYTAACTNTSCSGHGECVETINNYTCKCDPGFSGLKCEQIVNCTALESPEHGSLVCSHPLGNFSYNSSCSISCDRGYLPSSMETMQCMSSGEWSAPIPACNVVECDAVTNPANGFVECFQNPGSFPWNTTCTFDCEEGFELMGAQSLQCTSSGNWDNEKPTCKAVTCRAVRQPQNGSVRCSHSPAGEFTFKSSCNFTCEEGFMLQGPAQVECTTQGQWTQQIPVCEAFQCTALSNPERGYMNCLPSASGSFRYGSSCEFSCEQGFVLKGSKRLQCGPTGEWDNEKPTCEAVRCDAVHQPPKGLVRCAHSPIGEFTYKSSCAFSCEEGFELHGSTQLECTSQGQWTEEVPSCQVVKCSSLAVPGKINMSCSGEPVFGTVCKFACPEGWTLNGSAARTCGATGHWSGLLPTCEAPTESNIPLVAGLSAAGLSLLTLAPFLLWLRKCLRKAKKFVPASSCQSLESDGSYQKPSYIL
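Test system: HUVEC | Signal: Immunofluorescence imaging | Read-out: Percent E-selectin-positive cells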
PglD inh: PglD (C. jejuni) enzyme inhibition | actives 0.098% (n = 360,000) | inhibition, % at 12.5 µM | purified PglD enzyme, DTNB colorimetric CoA detection | AID 602405; in the data active = inhibition above about 16%, passing the limit was not always enough; inconclusive = no clear call, values can overlap the other calls; also: strong numbers were not always called active
* hit, by the source's call; ? = inconclusive; nt = not tested or not shown. Some of the compounds tested; rates above refer to the full screens.

(1) CCOC(=O)N1CCN(C2CCCN(C(=O)c3ccccc3SC)C2)CC1 (stereo not drawn)
(2) COc1ccc(CCC(=O)NCCS(=O)(=O)N2CCN(c3ccccc3OC)CC2)cc1
(3) C=CCOc1ccccc1CNn1c(C)n[nH]c1=S
(4) CC(C)(C)c1ccc(C(=O)N2CCN(C(=O)c3cccs3)CC2)cc1
(5) CCOC(=O)C1=C(C)NC(C)=C(C(=O)OCC)C1C(=O)OCC(=O)NCCc1ccc(S(N)(=O)=O)cc1
(6) O=C(Nc1ccc2c(c1)OCO2)C1CC(=O)N(c2ccc3c(c2)OCCO3)C1 (stereo not drawn)
(7) C[C@H](CO)N1C[C@H](C)[C@@H](CN(C)C(=O)CCCN(C)C)OCCCC[C@H](C)Oc2ccc(NC(=O)CCCN(C)C)cc2C1=O
(8) Cc1ccc(NC(=O)CCN2C(=O)c3ccccc3C2=O)c(C)c1
Compound | 1 | 2 | 3 | 4 | 5 | 6 | 7 | 8
DENV2 CPE | -3 | 9 | 25* | -1 | -5 | nt | 85* | 0
C2C12 statin | 1 | -6 | 2 | 6 | 3 | nt | nt | 5
S100A4 inh HTS | -2 | 2 | 16 | -6 | 0 | 4 | 10 | -17
SIRT5 inh | 1 | 6 | nt | -5 | 0 | -1 | 6 | -4
ERp5 inh | 0 | nt | 3 | -1 | 2 | 2 | 0 | 4
E-selectin induc | 0.6 | -2.0 | -0.1 | 0.3 | 1.0 | nt | nt | nt
PglD inh | -3 | -5 | 2 | -2 | 1 | nt | 0 | 4

(9) CCN1CCN(c2ccc(S(=O)(=O)N3CCOCC3)cc2NC(=O)c2ccc(OCC(C)C)cc2)CC1
(10) C[C@@H]1CN([C@H](C)CO)C(=O)c2c(c3ccccc3n2C)-c2ccccc2CO[C@@H]1CN(C)Cc1ccc(F)cc1
(11) Cc1cc(S(=O)(=O)N2CCN(C(=O)CCC(=O)N3CCOCC3)CC2)ccc1Br
(12) CCOc1ccc(S(=O)(=O)N2CCN(c3ccccn3)CC2)cc1
(13) CCN1CCN(c2nc(C)nc3c2sc(=S)n3C)CC1
(14) CO[C@H]1CN(C)C(=O)c2ccc(NC(C)=O)cc2OC[C@@H](C)N(CCc2ccccc2)C[C@H]1C
(15) O=C(COC(=O)CC1c2ccccc2CCN1S(=O)(=O)c1ccc(F)cc1)Nc1ccccc1 (stereo not drawn)
(16) O=C(C[n+]1ccc(C(=O)N/N=C/c2ccc(Br)cc2)cc1)c1ccccc1
Compound | 9 | 10 | 11 | 12 | 13 | 14 | 15 | 16
DENV2 CPE | -9 | -11 | 11 | -4 | -5 | 2 | 5 | -1
C2C12 statin | 2 | nt | 4 | -1 | 4 | 1 | nt | 4
S100A4 inh HTS | -1 | 7 | 1 | 3 | -4 | -6 | -4 | -2
SIRT5 inh | 0 | 14 | -1 | 3 | nt | -4 | 2 | -6
ERp5 inh | -3 | nt | 0 | 1 | -2 | 4 | -2 | 1
E-selectin induc | nt | -0.2 | -0.1 | nt | 0.0 | 0.0 | nt | nt
PglD inh | -1 | nt | -4 | 1 | -3 | -2 | nt | -3

(17) CCC(=O)Nc1cccc2ccccc12
(18) COc1cc(C(=O)N2Cc3cc4ccccc4nc3C2C)cc(OC)c1OC (stereo not drawn)
(19) C[C@H](CO)N1C[C@H](C)[C@H](CN(C)C(=O)Nc2cccc3ccccc23)Oc2c(NC(=O)c3ccncc3)cccc2C1=O
(20) CC(C)NC(=O)N(C)C[C@@H]1Oc2ccc(NC(=O)C3CCCCC3)cc2CC(=O)N([C@@H](C)CO)C[C@@H]1C
(21) C[C@@H]1CN([C@H](C)CO)C(=O)c2cccc(NC(=O)c3ccncc3)c2O[C@@H]1CN(C)Cc1ccc2c(c1)OCO2
(22) O=C(NCc1ccccc1F)C1CCCN1C(=O)Nc1ccccc1 (stereo not drawn)
(23) Cc1ccc(C)c(OCCC(=O)OCC(=O)N2c3ccccc3NC(=O)C2(C)C)c1
(24) COC(=O)CSc1nnnn1-c1cccc2ccccc12
Compound | 17 | 18 | 19 | 20 | 21 | 22 | 23 | 24
DENV2 CPE | 5 | 0 | 6 | 16 | 7 | 11 | 0 | nt
C2C12 statin | 11 | 0 | -24 | -15 | -15 | 0 | -6 | 2
S100A4 inh HTS | 3 | 4 | 2 | -8 | -4 | -2 | -3 | -2
SIRT5 inh | 4 | nt | -5 | 0 | -2 | -1 | -3 | nt
ERp5 inh | 0 | 2 | -2 | -3 | 3 | 0 | 0 | -3
E-selectin induc | nt | -0.3 | -6.9 | -0.1 | -0.2 | -0.1 | 0.4 | nt
PglD inh | 5 | -1 | 0 | -1 | 0 | 1 | -3 | -1

(25) CCOC(=O)Cc1cc(C)[nH]c1C(=O)OCC
(26) Cc1ccc(CNS(=O)(=O)NCc2ccccc2F)cc1
(27) CC12CC3(C)CC(C)(C1)CC(C(=O)NCC(=O)O)(C2)C3
(28) CCCN1CCC(NC(=O)CCc2nnc(Cc3cc(OC)ccc3OC)o2)CC1
(29) CC1CCCN(C(=S)Nc2ccc(S(=O)(=O)N3CCCCC3)cc2)C1 (stereo not drawn)
(30) CCCCCCCCN1C(=O)[C@H](CC(=O)NCCCC)C[C@@]2(C(=O)OCC)CCCC=C12
(31) COc1ccc(CN(C)C[C@H]2OCCCC[C@@H](C)Oc3ccc(NC(=O)CCCN(C)C)cc3C(=O)N([C@@H](C)CO)C[C@@H]2C)cc1
(32) CNC(=O)COC(=O)/C=C/c1cn(-c2ccccc2)nc1-c1ccc2c(c1)OCCO2
Compound | 25 | 26 | 27 | 28 | 29 | 30 | 31 | 32
DENV2 CPE | 14 | nt | -1 | 3 | -2 | -2 | -4 | -5
C2C12 statin | 2 | 4 | nt | -18 | 7 | nt | -12 | nt
S100A4 inh HTS | 2 | -4 | -1 | 43 | -4 | 1 | -6 | -3
SIRT5 inh | -4 | -1 | 0 | -1 | 3 | nt | -5 | 1
ERp5 inh | 0 | 2 | 5 | -108 | 6 | -3 | 1 | 2
E-selectin induc | nt | nt | nt | 1.6 | -0.1 | nt | 0.4 | 1.3
PglD inh | -11 | 2 | nt | 2 | nt | nt | -3 | nt

3 compounds out of the list above, ordered by their value in ERp5 inh, highest first:
#	mol	ERp5 inh
27	CC12CC3(C)CC(C)(C1)CC(C(=O)NCC(=O)O)(C2)C3	5
3	C=CCOc1ccccc1CNn1c(C)n[nH]c1=S	3
32	CNC(=O)COC(=O)/C=C/c1cn(-c2ccccc2)nc1-c1ccc2c(c1)OCCO2	2

Other compounds
(33) CN(C)c1nc(NC(C)(C)C)nc(SCC(=O)Nc2ccccc2)n1
(34) O=C(NCc1ccco1)C(=O)NCC1OCCCN1S(=O)(=O)c1ccc(Cl)cc1 (stereo not drawn)
(35) Cc1ccc2c(c1)C(O)(CC(=O)c1cccc(-n3cccc3)c1)C(=O)N2 (stereo not drawn)
(36) CC12CCC(=O)N1C(C(=O)Nc1nc(-c3cc(F)ccc3F)cs1)CS2 (stereo not drawn)
(37) CC1CCCCC1NC(=O)CSc1ccsc1[N+](=O)[O-] (stereo not drawn)
(38) CCOC(=O)C(=CNc1ccc(N2CCOCC2)cc1)C(=O)OCC
(39) C[C@H](CO)N1C[C@H](C)[C@H](CN(C)S(=O)(=O)c2cccs2)Oc2ccc(NC(=O)CCCCCC(=O)Nc3ccccc3N)cc2C1=O
(40) COc1ccc(CCn2c(=O)[nH]c3cc(C(=O)N4CCN(c5ccccc5)CC4)ccc3c2=O)cc1OC
Compound | 33 | 34 | 35 | 36 | 37 | 38 | 39 | 40
DENV2 CPE | -4 | nt | -9 | 1 | 3 | -1 | 8 | -2
C2C12 statin | nt | nt | -6 | 3 | nt | -8 | -19 | nt
S100A4 inh HTS | -3 | -5 | 2 | -1 | 1 | 41 | -35 | -1
SIRT5 inh | 7 | -3 | -1 | -15 | -2 | 1 | nt | 0
ERp5 inh | 3 | 1 | -1 | 0 | 3 | 2 | -6 | -2
E-selectin induc | 8.9 | nt | 0.2 | 0.2 | nt | 8.4 | nt | -1.4
PglD inh | nt | nt | 2 | nt | nt | -9 | -1 | nt

(41) COc1ccccc1CC(=O)NNC(=O)c1ccco1
(42) NC(=O)[C@@H]1CCCCNc2c(F)cc([N+](=O)[O-])cc2C(=O)N[C@@H](CC(=O)O)C(=O)NCC(=O)N1
(43) COc1ccc(CNC(=O)c2ccccc2NS(C)(=O)=O)cc1
(44) CCc1nnc(NC(=O)C2CCN(S(=O)(=O)c3ccc(C)cc3)CC2)s1
(45) O=C(C[C@@H]1CC[C@@H]2[C@H](COC[C@H](O)CN2C(=O)c2ccccc2F)O1)NCc1ccc(-c2ccccc2)cc1
(46) CC(C)(O)C#Cc1ccc(C(=O)N2CCC(C(N)=O)(N3CCCCC3)CC2)o1
(47) COc1ccc(C(=O)n2nc(-c3ccco3)nc2SC)cc1OC
(48) CCCC/C(O)=C1\C(=O)CC(C)(C)CC1=Nc1ccccc1OC
Compound | 41 | 42 | 43 | 44 | 45 | 46 | 47 | 48
DENV2 CPE | ? | 18 | 0 | -6 | 5 | 4 | nt | 9
C2C12 statin | -15 | 15 | nt | nt | 12 | nt | nt | 9
S100A4 inh HTS | 0 | 4 | -9 | -3 | ? | -5 | -1 | 4
SIRT5 inh | nt | nt | -4 | 5 | 3 | -3 | -5 | -1
ERp5 inh | 1 | -2 | 0 | -2 | -4 | -13 | -1 | -1
E-selectin induc | 0.0 | 0.0 | nt | 1.7 | nt | nt | nt | nt
PglD inh | 4 | -2 | nt | nt | -3 | -6 | 0 | 3

Whole records, quoted from the list:
Profile of COc1ccc(CNC(=O)c2ccccc2NS(C)(=O)=O)cc1 → DENV2 CPE: 0; C2C12 statin: nt; S100A4 inh HTS: -9; SIRT5 inh: -4; ERp5 inh: 0; E-selectin induc: nt; PglD inh: nt
Profile of CCc1nnc(NC(=O)C2CCN(S(=O)(=O)c3ccc(C)cc3)CC2)s1 → DENV2 CPE: -6; C2C12 statin: nt; S100A4 inh HTS: -3; SIRT5 inh: 5; ERp5 inh: -2; E-selectin induc: 1.7; PglD inh: nt
Profile of CC(C)(O)C#Cc1ccc(C(=O)N2CCC(C(N)=O)(N3CCCCC3)CC2)o1 → DENV2 CPE: 4; C2C12 statin: nt; S100A4 inh HTS: -5; SIRT5 inh: -3; ERp5 inh: -13; E-selectin induc: nt; PglD inh: -6

The list continues.
(49) O=C(CCc1ccccc1)Nc1cccc(S(=O)(=O)N2CCOCC2)c1
(50) COc1ccc(NC(=O)N(C)C[C@H]2Oc3ccc(NS(=O)(=O)c4ccc(F)cc4)cc3C(=O)N([C@@H](C)CO)C[C@H]2C)cc1
(51) O=C(Nc1ccc(F)cc1)N1CCCCN2[C@H](C1)[C@H](c1ccc(C3=CCCCC3)cc1)[C@@H]2CO
(52) CCOc1ccccc1-c1ccc2nccn2c1
(53) COc1cccc(COC(=O)C2CCN(S(=O)(=O)c3ccc(C)cc3C)CC2)c1OC
(54) Cc1ccc(C)c(C(O)c2ncc(-c3cccc(F)c3)[nH]2)c1 (stereo not drawn)
(55) COc1ccc2c(c1OC)C(=O)N1N=C(c3ccc(F)cc3)CC21 (stereo not drawn)
(56) O=C(CSc1nc2ccc(Cl)cc2[nH]1)c1cccs1
Compound | 49 | 50 | 51 | 52 | 53 | 54 | 55 | 56
DENV2 CPE | nt | 3 | 0 | -5 | 1 | 0 | -4 | -3
C2C12 statin | -11 | 46 | nt | 1 | 3 | -2 | 2 | -2
S100A4 inh HTS | -19 | 3 | 13 | -14 | 0 | 9 | -5 | -5
SIRT5 inh | -2 | 3 | 1 | nt | 0 | -33 | 3 | -1
ERp5 inh | -2 | 3 | -4 | 1 | 0 | -1 | -2 | -1
E-selectin induc | 2.4 | 0.1 | -0.4 | 0.4 | -0.1 | 0.0 | nt | nt
PglD inh | -1 | -6 | -2 | 10 | -2 | 1 | nt | nt
